# ssDAF-12 act: activators of S. stercoralis DAF-12 nuclear receptor; activation, % at 6.8 µM; AID 652126; hit rate 1% among 370,000; HEK293 ssDAF-12/GRIP1 lit1-tk-luc reporter, luminescence; % of 3 µM dafachronic acid response;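 active = activation above the mean over all tested compounds plus 3 SD, cut at about 0.9% in these data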;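 also: 0% = DMSO-only wells and 100% = 3 µM delta7-dafachronic acid wells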
# GC-A act: GC-A (human) enzyme activation | hit rate 0.14% among 370,000 | activation, % at 10 µM | HEK293 GC-A cells, cGMP TR-FRET, EC30 ANP; 0% at EC30 ANP, 100% saturating ANP | AID 1671463; in the data active = activation above about 40%
# ADAM17 inh: inhibitors of human ADAM17 | recombinant ADAM17, EDANS/DABCYL FRET peptide cleavage | inhibition, % at 6.95 µM | hit rate 0.83% among 370,000 | AID 720648;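 active = inhibition above the mean of compounds lying between control limits plus 3 SD, set per campaign, cut at about 8.5% in these data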;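 also: 0% = DMSO-only wells as the low control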
# hgDAF-12 ag: hgDAF-12 agonism, primary luciferase screen; activation, % at 6.8 µM; HEK293 GAL4-hgDAF12 UAS-luciferase reporter, agonist luminescence; normalized to butyrate control; hit rate 1.8% among 370,000;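 active = activation above a cutoff set at the mean of all screened compounds plus 3 SD, cut at about 10% in these data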;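 also: 0% = DMSO wells and 100% = sodium butyrate wells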
# SMARCA2 activ: increases SMARCA2 function in MMTV reporter cells; MG213 cells, MMTV-luciferase reporter, dexamethasone, overnight; activation, % at 9.1 µM; hit rate 1% among 370,000; in the data active = activation above about 7.8%;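 also: 0% = vehicle wells and 100% = reference activator wells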
# FXN GAA850 act: activators of GAA850 frataxin (FXN) promoter; activation, % at 6 µM; AID 540364; hit rate 0.56% among 360,000; HEK293 lucGAA850 FXN promoter luciferase reporter, 24 h; percent of 10 µM SAHA response;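 active = activation above the average of all compounds screened plus 3 SD, cutoff fixed separately per campaign, cut at about 7.5% in these data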;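 also: 0% = DMSO wells and 100% = 10 µM SAHA wells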
# PG9 binder: small molecules binding HIV-1 gp120 antibody PG9. TR-FRET gp120-PG9 antibody binding. inhibition, % at 6.7 µM. hit rate 0.43% among 360,000; in the data active = inhibition above about 8.5%
# DAX1 inh-1: blocks DAX1 repression of SF-1 activated StAR promoter | HEK293T StAR-luciferase reporter, SF-1/DAX-1 repression relief | hit rate 1.1% among 370,000 | inhibition, % at 6.8 µM | AID 652010;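 active = inhibition above the mean over all tested compounds plus 3 SD, cut at about 3.6% in these data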;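 also: 0% = DAX-1 cells with DMSO and 100% = cells lacking DAX-1 with DMSO; higher inhibition means more luminescence from relief of DAX-1 repression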
# ADAM10 inh: ADAM10 inhibition, QFRET primary screen; O14672; recombinant ADAM10, EDANS/DABCYL FRET peptide cleavage, 3 h; inhibition, % at 7 µM; hit rate 0.62% among 370,000;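 active = inhibition above a per-campaign cutoff equal to the mean of compounds falling between control-based bounds plus 3 SD, cut at about 20% in these data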;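 also: 0% = DMSO wells while the 100% control is not disclosed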
# Target sequence (O14672 214-748 limits assumed): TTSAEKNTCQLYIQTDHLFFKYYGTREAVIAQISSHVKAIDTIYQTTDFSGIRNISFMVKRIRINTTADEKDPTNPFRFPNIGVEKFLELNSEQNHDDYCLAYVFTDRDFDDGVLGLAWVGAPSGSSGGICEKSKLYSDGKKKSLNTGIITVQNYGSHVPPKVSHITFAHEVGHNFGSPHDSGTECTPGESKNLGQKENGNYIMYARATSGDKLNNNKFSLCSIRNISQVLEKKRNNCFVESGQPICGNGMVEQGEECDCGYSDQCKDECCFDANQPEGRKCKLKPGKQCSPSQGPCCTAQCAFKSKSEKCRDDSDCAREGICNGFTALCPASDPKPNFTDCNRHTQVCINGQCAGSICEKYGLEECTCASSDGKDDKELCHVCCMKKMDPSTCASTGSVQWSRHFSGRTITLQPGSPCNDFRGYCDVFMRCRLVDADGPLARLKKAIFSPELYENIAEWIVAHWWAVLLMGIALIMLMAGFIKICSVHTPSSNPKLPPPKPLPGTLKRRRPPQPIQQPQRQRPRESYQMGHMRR
# hcDAF-12 act: activates DAF-12 receptor from parasite H. contortus | hit rate 1.4% among 370,000 | activation, % at 6.8 µM | HEK293 hcDAF-12 lit1-tk-luc reporter, luminescence; 0% DMSO, 100% Δ7-dafachronic acid;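 active = activation above the mean of all tested compounds plus 3 SD, cut at about 5.5% in these data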;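 also: 100% = response to 3 µM Δ7-dafachronic acid high control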
# DAX1 inh-2: NR0B1 (DAX1) inhibition; HEK293 Gal4-DAX1 luciferase reporter, luminescence; hit rate 0.99% among 340,000; inhibition, % at 6.75 µM; AID 504766; P51843;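 active = inhibition above the mean over all tested compounds plus 3 SD, cut at about 4.2% in these data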;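 also: 0% = DAX1-transfected cells with DMSO and 100% = empty-vector control cells with DMSO; inhibition shows as a rise in luminescence from relieved DAX1 repression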
# Target sequence (P51843 207-470 limits assumed): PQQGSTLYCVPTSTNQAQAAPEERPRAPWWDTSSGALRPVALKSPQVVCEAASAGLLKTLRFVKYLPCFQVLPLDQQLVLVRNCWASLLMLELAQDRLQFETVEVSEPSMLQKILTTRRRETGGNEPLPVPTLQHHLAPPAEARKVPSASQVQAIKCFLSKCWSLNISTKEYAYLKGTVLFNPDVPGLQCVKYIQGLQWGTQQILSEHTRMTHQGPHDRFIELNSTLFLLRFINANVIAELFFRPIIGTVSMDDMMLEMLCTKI
# * = called active by the depositor; x = no result given. A portion of the library; rates above refer to the full screens.
Structure,ssDAF-12 act,GC-A act,ADAM17 inh,hgDAF-12 ag,SMARCA2 activ,FXN GAA850 act,PG9 binder,DAX1 inh-1,ADAM10 inh,hcDAF-12 act,DAX1 inh-2
O=C(COc1ccc(Cl)cc1)N1CCN(C/C=C/c2ccccc2)CC1,-0.8,2.3,-0.9,-1.1,-2.7,-1.3,-1.6,0.6,6.7,-1.4,0.1
CC1(C)NC(=S)C(C)(C)N1N=O,6.5*,3.9,7.0,0.1,1.5,1.9,0.6,0.9,-9.6,-1.0,-0.1
COc1cccc(-n2c(C)nc3ccccc3c2=O)c1,-1.3,-1.3,-3.4,0.7,-3.2,-1.6,1.0,-0.4,3.0,-0.7,0.3
Cc1cc(=O)[nH]c(SCc2nc3ccccc3c(=O)n2-c2ccccc2C)n1,-1.2,-2.2,-3.3,-1.0,-1.7,0.6,0.3,0.1,1.5,-2.0,2.5
O=C(N/N=C/c1c(O)n(C2CCCCC2)c(=S)[nH]c1=O)c1ccccc1,-1.1,-2.0,-5.2,6.4,1.9,0.0,-1.7,4.8*,-4.3,2.0,0.0
C[C@H]1CC[C@@]2(C)[C@@H](CC[C@@H]3[C@@H]2CC[C@]2(C)[C@@H](O)CC[C@@H]32)C1,-1.0,13.3,-8.1,-0.1,-0.2,0.8,-0.4,-0.3,-2.9,-1.0,-1.6
O=c1c2ccccc2nc(-c2ccccc2)n1-c1cccc(O)c1,-1.8,-8.8,0.0,-1.9,-0.3,-1.1,-1.8,-0.6,1.0,1.0,-1.1
NP(=O)(OCC(F)(F)F)Oc1cccc2ccccc12 (configuration not stated),-1.0,2.4,-2.6,1.1,1.1,3.3,-0.9,-0.1,-0.5,3.4,-0.7
CN(C)S(=O)(=O)c1cc(C(=O)N2CCC(C(=O)O)(c3ccccc3)CC2)ccc1Cl,-1.1,-2.5,-3.7,-2.5,-3.5,-0.6,0.9,0.3,-8.5,0.1,0.2
C=CCn1c(O)c(C=Nc2ccc(OC)cc2C)c(=O)[nH]c1=O,-0.7,-2.0,-1.9,1.7,0.5,0.7,-0.6,0.3,4.0,-1.2,1.7
Cc1nc2ccccc2c(=O)n1/N=C/c1cc(Br)cc(Br)c1O,-1.8,-5.2,-4.0,0.6,-0.3,1.5,-4.0,-0.5,-2.6,-0.4,0.3
Cc1c(C(=O)N2CCC3(CC2)OCCO3)oc2ccc(S(=O)(=O)N3CCCCC3)cc12,-0.7,2.7,-3.3,-2.7,-1.8,-0.6,-0.3,-0.3,-0.8,-1.7,-1.5
COCc1cc(C2SCC(=O)Nc3c2c(=O)[nH]n3C(C)C)ccc1OC (configuration not stated),-0.9,1.3,-1.3,-0.7,0.7,0.4,-3.6,-0.1,10.2,-0.5,-0.1
COC(=O)C1=C(c2cc3ccccc3o2)C[C@@H]2CC[C@H]1N2C(=O)NCc1ccc(F)cc1,-1.6,-2.2,0.9,-1.7,-0.1,-1.6,-1.7,-0.7,1.2,-1.7,-0.1
NC(=O)c1ccc(OCCC(O)N2CC=C(c3ccc(F)cc3)CC2)cc1 (configuration not stated),-1.3,0.5,-6.5,-2.1,-2.5,1.6,-2.4,-0.2,-8.3,-3.1,0.6
COC(=O)C1=C(c2cccc(NC(C)=O)c2)C[C@@H]2CC[C@H]1N2C,-0.6,-0.4,1.6,1.3,-0.7,-1.9,0.6,-0.1,1.0,-1.2,1.6
CN1CCC(N(C)c2ncnc3ccc(Br)cc23)CC1,-0.8,3.7,-0.2,4.2,-0.3,-0.4,-0.9,-0.3,4.6,-0.5,1.8
Cc1ccc(OC(=O)N(C)C[C@H]2OCc3cnnn3CCCC(=O)N([C@H](C)CO)C[C@H]2C)cc1,0.3,4.5,4.0,0.1,0.9,x,1.0,-0.5,1.8,0.9,x
O=C(C(Cc1ccccc1)NS(=O)(=O)c1cccc2nsnc12)N1CCC2(CC1)OCCO2 (configuration not stated),-0.7,-5.8,-5.1,0.1,-2.9,1.2,0.7,0.4,-10.5,-1.6,-1.0
O=C(Cc1ccccc1)N1CCN(Cc2cccc(Br)c2)CC1,-1.0,1.0,-5.2,3.5,-1.6,0.8,0.1,-0.3,-1.0,0.0,0.7
CCCc1c(C)nc(SCC(=O)C(C)(C)C)nc1OC(=O)N(C)C,-1.8,7.2,-2.8,-2.7,-2.2,0.3,1.4,-0.1,-1.1,-0.5,-1.7
S=C(NCCc1ccccc1)N1Cc2cc(-c3ccccc3)ccc2-n2nncc2C1,-1.1,0.7,6.3,0.6,-1.8,x,-1.3,-1.1,14.3,-1.1,x
Nc1ccccc1C(=O)c1ccccc1,-1.2,4.9,-2.6,-0.1,1.9,0.3,-2.0,0.2,-7.2,-0.9,2.1
CC(C)(C)c1cc([N+](=O)[O-])cc(C(C)(C)C)c1O,-2.5,2.2,1.5,-4.3,-3.6,x,0.1,-2.2,14.7,-3.2,x
N/C(=N\[N+](=O)[O-])N1CCN(C(=O)Oc2ccccc2)CC1,-1.2,7.9,-1.7,2.4,-1.5,1.3,-0.3,-0.1,-2.0,0.0,0.7
O=C(O)CCn1cc(C=C2C(=O)NC(=O)NC2=O)c(-c2cc3ccccc3oc2=O)n1,-0.8,-5.0,-42.0,-1.5,-1.0,-0.3,1.0,-0.1,-136.0,-0.1,-0.5
C=CCN1C(=O)NC(=O)/C(=C/c2cccn2C)C1=O,-1.0,4.1,-7.9,0.4,-2.2,2.6,-1.0,0.1,-9.1,0.7,0.4
Cc1cc(O)c2c(c1)C(=O)[C@@]13C(=C2O)C(=O)[C@H]2C(O)[C@@H]1[C@H]1C(O)[C@@H]3C(=O)C3=C(O)c4c(O)cc(C)cc4C(=O)[C@@]312 (some centres not stated),-1.4,1.6,2.5,-10.7,-5.3,x,x,-5.2,8.0,-2.7,x
CCOc1ccc(C2CC(c3c(O)n(C)c(=O)n(C)c3=O)=NN2)cc1 (configuration not stated),-0.5,-4.9,2.6,1.7,-0.5,3.8,-1.7,1.6,13.8,1.9,1.5
CN1C(=O)C(=Cc2cn(CC#N)c3ccccc23)C(=O)N(C)C1=O,-0.1,20.1,-6.0,1.5,-2.2,1.7,-0.3,0.2,-16.1,2.6,0.4
C#CCOc1cc(C2C3=C(COC3=O)Nc3cc4c(cc32)OCO4)ccc1OC (configuration not stated),-1.1,-0.3,-24.9,-3.2,-2.3,0.5,-1.6,-0.8,-71.4,0.2,-0.7
COc1cc2c(cc1OC)C13CCN4C=C5CCOC6CC(=O)N2C1C6C5CC43 (configuration not stated),-1.4,0.5,-2.3,-2.8,-4.0,-1.2,1.0,-0.8,-12.8,-1.5,0.0
COC(=O)C1=C(c2ccc3ccccc3c2)C[C@@H]2CC[C@H]1N2C(=O)NCC1CC1,-1.7,-6.3,-6.2,-3.6,-0.6,0.5,-10.7,-1.1,-13.4,-2.8,-0.6
C[C@H](NC(=O)OCc1ccccc1)C(=O)NC(Cc1ccccc1)P(=O)(Oc1ccccc1)Oc1ccccc1 (some centres not stated),-1.4,-4.4,2.6,1.9,-1.6,x,x,-0.9,13.1,-2.4,x
O=C1NCN(c2ccccc2)C12CCN(C(CCc1ccccc1)c1nnnn1C1CCCCC1)CC2 (configuration not stated),-0.7,-3.0,-1.7,0.2,-2.1,x,-1.1,0.1,-5.3,0.6,x
O=C(Cn1c(=O)c(C(F)(F)F)nc2ccccc21)N1CCC2(CC1)OCCO2,-1.8,3.5,-40.4,0.2,-1.0,-0.4,-0.9,-0.3,-124.7,0.2,-0.5
O=c1[nH]c(O)c(N=Nc2ccc(SC(F)F)cc2)c(=O)[nH]1,-1.6,0.1,-1.0,0.3,2.3,1.5,-1.6,0.1,4.5,0.0,1.4
O=C1Nc2ccc(Br)cc2C(c2ccc(Cl)cc2)=NC1O (configuration not stated),-1.4,-4.2,-3.8,2.1,-1.1,1.9,0.3,0.0,-2.6,-1.7,0.7
CN1CCc2c(c(N3CCCCC3)nc3n[nH]c(N)c23)C1,-1.4,4.0,-2.1,2.0,-1.7,-1.8,1.1,-0.7,3.0,-1.2,-0.4
O=c1c2ccccc2nc(CNCc2ccco2)n1-c1ccc(F)cc1,-0.3,-0.5,1.8,-0.3,-0.6,-0.3,0.1,-1.2,-12.7,0.9,-0.7
N#CC(C#N)=Cc1ccc(-c2ccccc2F)o1,-0.9,-2.9,-0.2,-3.0,-4.2,2.1,-1.6,-0.5,-0.4,0.8,0.3
O=[N+]([O-])c1ccc(NCCO)c2ncccc12,-1.8,-3.4,-3.4,0.7,-3.0,2.3,-6.6,-1.2,-1.5,-0.8,0.5
O=C(CCc1ccccc1)N1Cc2cc(-c3cccc(F)c3)ccc2-n2nncc2C1,-1.0,-3.9,3.5,0.3,2.3,x,-0.6,0.0,7.9,-0.8,x
c1ccc(-c2cc(-c3ccccc3)[n+](-c3ccccc3)c(-c3ccccc3)c2)cc1,-3.0,-3.1,-2.2,-14.2,-8.0,-6.1,0.3,-4.1,-0.5,-6.2,-4.6
CC(C)Oc1cc(-n2c(=S)[nH]c3ccccc3c2=O)c(Cl)cc1Cl,-0.8,-8.0,6.1,1.0,0.5,3.0,0.8,-1.4,13.9,0.0,-0.8
COc1cc(OC)cc(C(=O)Nc2ccc(Br)cc2C(=O)c2ccccc2)c1,-0.6,0.5,-1.4,1.5,-1.3,0.3,-0.6,0.2,-7.4,-2.4,-0.6
N#CC(C#N)=NNc1ccc(-n2ccc(C(F)(F)F)n2)cc1,-1.9,9.2,2.0,-3.6,-8.8,-10.3,0.4,-2.2,10.2,-2.0,-6.2
CNC(=O)Oc1c(C)[nH]ccc1=O,-0.1,2.6,-4.4,1.2,-1.7,-1.3,-1.4,0.2,-6.0,-0.7,0.0
CCCC(C)(COC(N)=O)COC(=O)NC(C)C (configuration not stated),-1.3,3.2,-0.8,-0.7,-1.4,-0.1,-0.9,0.3,5.4,0.8,-1.3
COC(=O)C1=C(c2cccc(Cl)c2)C[C@@H]2CC[C@H]1N2C(=O)N1CCCC1,-1.2,-3.0,-1.8,0.5,-0.1,-1.4,0.8,-1.0,-21.1,-2.9,0.2

# Later entries
Structure,ssDAF-12 act,GC-A act,ADAM17 inh,hgDAF-12 ag,SMARCA2 activ,FXN GAA850 act,PG9 binder,DAX1 inh-1,ADAM10 inh,hcDAF-12 act,DAX1 inh-2
O=C(CN1CCCCC1)c1ccccc1Cl,-1.0,2.6,2.6,3.7,-0.4,-0.5,-2.1,0.2,-3.8,0.6,2.1
Cc1ccc(NP(=O)(Oc2ccccc2F)Oc2ccccc2F)cc1,-1.5,-3.6,3.0,1.6,-2.3,-0.7,-1.7,-0.7,21.3*,-0.5,0.8
CC(=O)OC1(c2ccccc2)CC(C(C)(C)C)CN(C(C)(C)C)C1 (configuration not stated),-1.1,1.5,-2.6,6.3,-3.2,1.2,-0.4,-0.3,-6.1,-1.1,-0.8
O=C1NCN(c2ccccc2)C12CCN(C(c1ccccc1OC(F)(F)F)c1nnnn1Cc1ccccc1)CC2 (configuration not stated),-0.5,-11.5,-2.2,0.0,0.1,x,-0.7,-0.7,-16.7,0.1,x

# Screening results deposited in PubChem BioAssay by several laboratories.
